HTT cytoprotect – cytoprotection in Huntington HTT-Q103 PC12 cell model. actives 0.14% (n = 230,000). AID 1471. Potency, µM (top dose mostly 56.4 µM), inactives show cytoprotection (ATP increase), hits mostly activators. PC12 HTT-Q103 induced, cytoprotection, ATP luminescence, 40 h;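 further: potency means the concentration at half of the fitted maximal effect; % of control where 0% means no effect; nearly all actives have a fitted effect of over 45% in size; toxic huntingtin expression switched on by the ecdysone agonist tebufenozide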
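Huntington model: PC12 line, ecdysone-inducible HTTQ103 exon1–GFP, tebufenozide 100 nM. Test articles in a dose series. Endpoint luminescence from cellular ATP.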
SMN2 splice up – increases expression of the SMN2 splice variant; Potency, µM (doses to about 46.1 µM), without a hit: at the top dose activity change, positive = activation, hits mostly activators; actives 2.8% (n = 210,000); HEK293 SMN2-luciferase splicing reporter, luminescence, 30-36 h; further: potency means the concentration at half of the fitted maximal effect; % of control where 0% means no effect; nearly all actives have a fitted effect of over 55% in size
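HEK293 cells carry an SMN2 minigene-luciferase reporter in which exon 7 inclusion puts luciferase in frame. Cells were seeded at 2000 cells/well, attached for 10-12 hours, then exposed to compounds for 30-36 hours at 37C before ONE-Glo luminescence.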
Luc counter – counter-screen: inhibitors of Kinase-Glo firefly luciferase; Q27757; Kinase-Glo luciferase, ATP luminescence, 8 min; Potency, µM (doses to about 38.3 µM), without a hit: top-dose activity change, negative = inhibition, actives largely listed as inhibitors; actives 0.28% (n = 200,000); AID 1379; further: potency means the concentration at half of the fitted maximal effect; on the % scale 0 is the no-effect control and ±100 the full control effect; nearly all actives have a fitted effect of over 60% in size
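Substrate mix (final 50 mM imidazole pH 7.2, 50 mM KCl, 7 mM MgCl2, 10 uM ATP, 0.01% Tween 20, 0.05% BSA) plus pin-tool compound, then Kinase-Glo detection mix; 8 min ambient, luminescence read.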
IMPase Li inh – IMPase inhibition in cells with lithium potentiation; actives 0.35% (n = 210,000); CHO-M1 cells, IP1 TR-FRET (IP-One), carbachol + lithium; AID 1457; Potency, µM (highest dose often 59.4 µM), without a hit: at the top dose activity, negative = IMPase inhibition, most hits filed as inhibitors;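 further: IP1 builds up when IMPase is blocked and the TR-FRET signal falls; potency means the concentration at half of the fitted maximal effect; plate controls were basal vehicle for no effect and high inhibitor control for full effect; nearly all actives have a fitted effect of over 50% in size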
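Lithium-sensitised IP1 accumulation assay; M1-expressing CHO cells treated 30 min at 37C with compound. Competitive antibody detection by time-resolved FRET followed a 10 min room-temperature lysis step.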
Lamin A splicing – changes lamin A minigene splicing in HeLa cells | actives 0.01% (n = 200,000) | AID 1487 | Potency, µM (doses to about 46.1 µM), without a hit: top-dose ratio change, negative = inhibition, usual class: inhibitors | HeLa LMNA splicing GFP/RFP minigene ratio, 48 h; active means well fitted inhibition curve with a large enough effect in the signal ratio, with a control signal flat, not every such curve was filed as active; inconclusive means small, poorly fitted or top-dose-only effect, or effect the other way, or a change in a side signal; the % refers to the signal ratio; further: potency means the concentration at half of the fitted maximal effect; on the % scale 0 is the no-effect control and ±100 the full control effect
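S3 HeLa stable clones carrying a lamin A-EGFP splicing minigene plus DsRed2 were seeded at 600 cells/well in Opti-MEM with 2% FBS, pin-dosed and incubated 48 h at 37°C. Acumen cytometry (488 nm) gave the GFP/RFP total-intensity ratio.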
HttQ103 aggreg – reduces HttQ103-GFP aggregates in PC12 cells. AID 1688. Potency, µM (top dose mostly 46.1 µM), without a hit: top-dose activity change, negative = inhibition, actives largely listed as inhibitors. PC12 HttQ103-GFP aggregates, Acumen cytometry, 40 h. actives 1.1% (n = 220,000); further: potency means the concentration at half of the fitted maximal effect; on the % scale 0 is the no-effect control and ±100 the full control effect; nearly all actives have a fitted effect of over 60% in size
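Steps: seed 1500 PC12 HTTQ103-GFP cells/well; add tebufenozide, 100 nM final; add compound titration; add ATPLite reagent; quantify GFP aggregates by laser scanning cytometry.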
CBFb RUNX1 block – CBF-beta/RUNX1 interaction disruption; Q01196+Q13951; AlphaScreen CBFb-His/RUNX1-biotin binding, biochemical; Potency, µM (highest dose often 59.8 µM), for the others: at the top dose activity, negative = inhibition, actives largely listed as inhibitors; 230,000 tested, under 10 active; AID 1477; further: % of control where 0% means no effect
Target sequence (Q01196 whole entry, looked up): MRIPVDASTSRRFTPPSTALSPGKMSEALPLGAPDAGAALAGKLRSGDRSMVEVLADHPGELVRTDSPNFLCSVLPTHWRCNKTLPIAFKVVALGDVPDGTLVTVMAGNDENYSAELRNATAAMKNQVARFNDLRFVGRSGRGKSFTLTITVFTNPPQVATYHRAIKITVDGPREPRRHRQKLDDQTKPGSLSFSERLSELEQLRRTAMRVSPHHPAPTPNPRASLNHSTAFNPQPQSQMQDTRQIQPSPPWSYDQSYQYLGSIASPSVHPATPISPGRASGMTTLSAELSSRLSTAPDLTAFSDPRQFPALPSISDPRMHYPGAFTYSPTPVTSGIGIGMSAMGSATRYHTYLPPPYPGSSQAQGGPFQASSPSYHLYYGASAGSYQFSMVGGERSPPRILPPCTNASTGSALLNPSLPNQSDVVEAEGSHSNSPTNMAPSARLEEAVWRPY
Target sequence (Q13951 whole entry, looked up): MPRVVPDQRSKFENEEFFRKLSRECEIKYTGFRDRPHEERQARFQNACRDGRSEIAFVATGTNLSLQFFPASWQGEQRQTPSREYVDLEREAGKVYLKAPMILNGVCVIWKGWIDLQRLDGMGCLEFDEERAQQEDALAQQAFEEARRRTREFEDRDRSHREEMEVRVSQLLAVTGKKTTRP
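Interaction loss through any mechanism counts as activity. Pre-formed complex of His-CBF-beta and biotin-RUNX1 (30 nM apiece) is incubated with compound 15 min, then with 50 ng nickel and 50 ng streptavidin beads for 90 min before AlphaScreen detection.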
The depositor's hits bear a star; ? = inconclusive; · = no result given; [ ] = remark or other dose. Unless noted, the call rests on the fitted dose curve; in most records, active means well fitted curve in the direction sought with a large enough effect; inconclusive means small, poorly fitted or top-dose-only effect, or another doubt; inactive means no such curve, though single readings can be large; an effect the other way counts as inactive or inconclusive.

Order of values – SMN2 splice up	CBFb RUNX1 block	Luc counter	Lamin A splicing	IMPase Li inh	HttQ103 aggreg	HTT cytoprotect
- O=C(NC1CCCCNC1=O)c1ccc(Cl)cc1 (centres undefined)
→ -3%	-1%	-5%	-1%	-8%[38.3 µM]	-2%	-13%
- Cc1ccc(NS(=O)(=O)c2ccc(Br)cc2)nc1
→ 0%	6%	-1%	16%[46 µM]	1%	·	·
- CC(C)(C)OC(=O)C(Cc1ccc(OC(C)(C)C)cc1)NC(=O)CNC(=O)CNC(=O)OCc1ccccc1 (centres undefined)
→ ?	-2%	2%	6%	1%	-1%	-1%[1.9 µM]
- C[C@@H]1C(c2ccccc2)=NN(c2ccc(Br)cc2)[C@H]1C(=O)N1CCOC1=O
→ ·	?	-2%[39.9 µM]	·	-4%	·	-130%[inhibitor]
- CCOC(=O)CN1C(=O)N[C@@H](c2cccc(C(F)(F)F)c2)[C@@H](C(=O)OC)[C@H]1C
→ 10%[9.22 µM]	10%[13.1 µM]	-2%[7.66 µM]	-14%[9.22 µM]	12%	·	?
- Cc1cc(C(=O)Nc2cccc([N+](=O)[O-])c2)c(C)o1
→ 2%	-14%	-4%	7%	-8%	-6%	·
- CCCCN(C(=O)NC(=O)Nc1ccccc1C)S(C)(=O)=O
→ -8%	-2%	-2%	2%	-7%[38.3 µM]	5%	-8%
- COc1cc(-c2noc(CCCC(=O)NCc3ccccc3)n2)cc(OC)c1OC
→ -2%	-11%	-6%	-17%	17%[38.3 µM]	16%	17%
- CC(Nc1nc(N2CCN(S(C)(=O)=O)CC2)nc2ccccc12)c1ccccc1 (centres undefined)
→ -10%	2%	3%	-19%	7%	13%	-12%
- COCCN1C(=O)N[C@@H](c2cccs2)C(C(C)=O)=C1C
→ -2%[9.22 µM]	7%[13.1 µM]	-3%[7.66 µM]	-6%[9.22 µM]	-2%	·	-13%[10 µM]
- CCn1c(/C=C2\C(=O)Nc3ccccc32)nc2ccccc2c1=O
→ -108%[inhibitor]	-6%	-3%	?	-5%	6%	24%[10 µM]
- COc1cc(/C=N/NC(=O)C2=NNC(=O)C2C)ccc1O (centres undefined)
→ ·	-6%	·	·	·	4%[9.22 µM]	10%[10 µM]
- O=C(C1CCN(Cc2cn[nH]c2-c2ccc(F)cc2F)CC1)N1CCOCC1
→ ·	-1%	0%	?	4%	6%[9.22 µM]	7%[10 µM]
- Cc1cc(C)cc(-n2nnn(C3C/C(=N/NC(N)=S)C4OCC3O4)c2=S)c1 (centres undefined)
→ -45%	-28%	0%	·	5%	-8%	-2%
- Nc1nc(CSC(=S)N2CCN(c3ccccc3)CC2)nc(Nc2ccc(F)cc2)n1
→ ·	-7%	2%	?	16%	9%	·
- O=C(/C=C/c1ccc(OCCCF)cc1)Nc1ccnc(-c2cccnc2)n1
→ -36%[inhibitor]	24%	7%	?	-2%	-11%	-3%[10 µM]
- O=C(NCCCn1ccnc1)Nc1cccc(Cl)c1
→ -3%	-6%	1%	-5%	5%	-12%	-12%[0.074 µM]
- O=C(NC(=S)Nc1ccccn1)c1cccc([N+](=O)[O-])c1
→ ·	-2%	·	·	·	-13%[9.22 µM]	22%[10 µM]
- CCc1cccc2c(C(=O)CN3C(=O)NC(C)(c4cccc5ccccc45)C3=O)c[nH]c12 (centres undefined)
→ ·	-8%	2%	·	15%	-26%	-130%[inhibitor]
- CCOc1cc(/C=C2\SC(=N)N(c3nccs3)C2=O)ccc1OCCN1CCOCC1
→ -56%[inhibitor]	-26%	1%	?	8%	?	·
- CCCCN(CC)CCCNC(=S)Nc1ccc2nc(N3CCN(CC)CC3)cc(C)c2c1
→ -7%	13%	-1%	·	7%	?	-33%[inhibitor]
- O=C1C(=Cc2ccc(Br)o2)C(=O)c2ccccc21
→ 9%	·	-7%	-14%	38%[activator]	-18%	24%[10 µM]
- COC(C[C@H]1O[C@H]1[C@H](O)[C@@H](C)OCc1ccccc1)OC
→ ·	1%	·	·	·	?	12%[10 µM]
- CN(C)c1cccc(C(=O)NCc2ccccc2Cl)c1
→ ?	-6%	0%	?	9%	4%	-10%
- CN1CCc2cc3c(cc2[C@@H]1[C@@H]1C(=O)Oc2c1ccc1c2OCO1)OCO3
→ ·	-1%[21.7 µM]	0%	·	24%	·	-8%
- CC(=O)S[C@H]1CC2=CC(=O)CC[C@@]2(C)[C@H]2CC[C@@]3(C)[C@H](CC[C@]34CCC(=O)O4)[C@@H]12
→ -9%[20.6 µM]	14%[21.7 µM]	0%[17.1 µM]	?	-2%	·	?
- CCCCN=C1NN=C(c2ccc(C)c(C)c2)CS1
→ 14µM*	?	1%	-18%[46 µM]	-8%	-31%	17%
- Cc1cccc(N=C2NC(=O)S/C2=C\c2ccco2)c1
→ -19%	-29%	-3%	?	6%	-3%	-12%[10 µM]
- NNC(=O)c1nc[nH]c1C(=O)Nc1ccccn1
→ 13%	-30%	-2%	-25%[46 µM]	2%	-7%	-29%
- Cc1ccc2nc(SCn3nnc4ccccc4c3=O)[nH]c2c1
→ 2.8µM*	1%	-3%	-5%	7%	5%	18%[10 µM]

Two entries drawn at random from the list so far, as already listed:
Order of values – SMN2 splice up	CBFb RUNX1 block	Luc counter	Lamin A splicing	IMPase Li inh	HttQ103 aggreg	HTT cytoprotect
- O=C(NCCCn1ccnc1)Nc1cccc(Cl)c1
→ -3%	-6%	1%	-5%	5%	-12%	-12%[0.074 µM]
- Cc1ccc(NS(=O)(=O)c2ccc(Br)cc2)nc1
→ 0%	6%	-1%	16%[46 µM]	1%	·	·

The listing continues.
Order of values – SMN2 splice up	CBFb RUNX1 block	Luc counter	Lamin A splicing	IMPase Li inh	HttQ103 aggreg	HTT cytoprotect
- CSc1nc(-c2ccccc2)c(C#N)c(=O)[nH]1
→ ·	12%	·	·	·	-24%[9.22 µM]	2%[10 µM]
- CC(=O)c1nnn(-c2c(F)cccc2F)c1C
→ ·	9%	·	·	·	-3%[9.22 µM]	-2%[10 µM]
- CCc1ccc(NC(=O)CSc2nnc(-c3cnccn3)n2Cc2ccco2)cc1
→ 29%	0%	2%	-5%	?	-3%	0%
- CCOC(=O)CC(=O)Nc1c(C)cc(C)cc1C
→ -5%	18%	-3%	11%	53%[activator][38.3 µM]	-17%	-24%[1.9 µM]
- Cc1nnc(-c2cccc(Br)c2)c2cn(-c3cccc(Br)c3)nc12
→ ·	-2%	·	4%	·	1%	-12%
- Brc1ccc(/C=N/Nc2ccc3ccccc3n2)cc1
→ ?	-1%	1%	4%[0.0737 µM]	9%[38.3 µM]	-13%	8%
- O=C(CCc1nnc(C2CCCCC2)o1)NCCCOc1cccnc1
→ ·	1%	·	·	-2%	12%[9.22 µM]	-3%[10 µM]
- CCN(CC)CCOC(=O)c1ccc(Cl)cc1Cl
→ -5%	-2%	-1%	·	29%	·	·
- O=C1C(=O)c2ccccc2C([O-])=C1[n+]1ccccc1
→ ·	0%	·	·	·	3%[9.22 µM]	-15%[10 µM]
- S=C(Nc1ccccc1)Nc1ccc(OCc2ccccc2)cc1
→ -11%	2%	-3%	6%	4%[38.3 µM]	-6%	-16%
- CCOc1ccccc1N(C)C(=O)C1CCN(S(=O)(=O)c2cccc3nonc23)CC1
→ 3%	-5%	4%	2%	-4%[38.3 µM]	-7%[9.22 µM]	32%
- O=C(c1cnn(C(=O)c2cccc(S(=O)(=O)N3CCOCC3)c2)c1)c1ccccc1O
→ 4%	-4%	-5%	·	7%	-23%	-11%
- O=C1N(CN2CCN(Cc3ccccc3)CC2)c2ccccc2C12OCCCO2
→ -3%	5%	-2%	?	6%	-2%	0%[10 µM]
- COc1cccc(-c2cncnc2Nc2ccc(F)cc2)c1
→ ·	·	·	8%	0%	·	6%
- CNc1ccc(/C=C/C(=O)c2ccc3c(c2)OCCO3)cc1[N+](=O)[O-]
→ -8%	?	0%	?	7%	26%	16%[10 µM]
- CS(=O)(=O)NCCCc1ccccc1
→ -12%	9%	-2%	-8%	-1%	-20%	-7%
- O=C(CCN1CCN(CC(=O)Nc2ccccc2Cl)CC1)Nc1ccccc1F
→ 12%	-6%	1%	0%	3%[38.3 µM]	19%	-9%
- O=C(N/N=C/c1ccncc1)c1ccc(COc2cccc3cccnc23)cc1
→ 12%	-6%	-2%	·	0%	22%	-12%[10 µM]
- CC1CCN(C(=O)c2ccc(CNc3c(N4CCCC4)c(=O)c3=O)cc2)CC1
→ ·	4%	·	·	·	37%[9.22 µM]	13%[10 µM]
- N=c1ccn2c(n1)OCC1C2O[C@@H](O)[C@H]1O (some centres undefined)
→ -27%	17%	1%	·	20%	·	-245%[inhibitor]
- Cc1nnc(N2CCOCC2)c2ccccc12
→ ·	8%	·	2%	·	-6%	0%
- O=C(NC(=S)Nc1ccccc1C(F)(F)F)c1ccccc1F
→ 13%	-10%	4%	-10%[46 µM]	2%	17%	5%
- CCCCCC1CCC(c2ccc(/C(N)=N/O)cc2)CC1 (centres undefined)
→ ·	3%	·	·	·	-12%[9.22 µM]	4%[10 µM]
- O=C1C(=O)N(CC(=O)N2CCCC2)c2ccccc21
→ 1%	13%	-4%	1%[46 µM]	0%	9%	·
- COCCN1C(=O)c2ccccc2C(C(=O)N2CCN(c3ccccc3)CC2)C1c1ccc(F)cc1 (centres undefined)
→ -2%	-4%	-4%	-18%	35%[activator][38.3 µM]	16%	10%
- COc1cccc(/C(C)=N/NC(=O)c2ccc(N(C)C)cc2)c1
→ ?	2%	-22%	2%	0%[38.3 µM]	31%	-14%
- CN(C)CCNC(=O)/C(=C/c1ccc(-c2ccc(Cl)cc2)o1)NC(=O)c1ccccc1
→ -86%[inhibitor]	4%	-2%	?	29%	3.2µM*	-2%[0.074 µM]
- O=C(CSc1nc2cc(Cl)ccc2s1)NC1CCCc2ccccc21 (centres undefined)
→ -8%	12%	1%	?	3%	8%	·
- Cc1cccc(-n2c(-c3ccoc3C)n[nH]c2=S)c1
→ 8%	-4%	-2%	3%	-22%	?	10%[10 µM]
- Cc1ccc(C)c(-n2nnnc2SCC(=O)NCCC2=CCCCC2)c1
→ -2%	17%	0%	-15%	10%	-23%	-1%[10 µM]
- CCn1cc(C(=O)O)c(=O)c2cnc(N3CCN(C(=S)NC(=O)c4ccc(Cl)cc4)CC3)nc21
→ ·	8%	·	·	·	36%[9.22 µM]	-1%[10 µM]
- CC(=O)O[C@]1(C)CC[C@]23CC1C(C)(C)C2CC[C@@H]3C (some centres undefined)
→ 3%	·	-2%	-14%	-2%	·	·
- Cc1nc2cnc(N(C)C)nc2n(C2CC2)c1=O
→ ·	·	·	-1%	-2%	·	-33%[inhibitor]
